# Source: PubChem BioAssay (Sanford-Burnham Center for Chemical Genomics)
# XBP1 UPR activ – adaptive UPR (XBP1) activation. CHO-XBP1 luciferase reporter, IRE1-XBP1 UPR activation, luminescence; percent of tunicamycin response, DMSO as zero. activation, % at 20 µM. actives 0.33% (n = 330,000);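 active means versus positive control, 20 µM dose yields 30% or more activation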;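 further: 100% = tunicamycin at 10 µg/mL and 0% = DMSO only wells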
#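 incubation = overnight seeding at 37 °C, 6 h compound treatment at 37 °C | assay system = CHO-XBP1 cells stably carrying IRE1-XBP1-driven luciferase reporter | input = 1000 cells per well | detection = luciferase luminescence | dosing = single point, 20 µM final compound, 1% DMSO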
# APJ agonist – activates the human apelin receptor APJ | actives 0.11% (n = 330,000) | P35414 | CHO-K1 APJ PathHunter beta-arrestin, luminescence; 0% DMSO wells, 100% apelin | activation, % at 20 µM;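 active means activation more than six SD over the plate average, tested at 20 µM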;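 further: 0% = DMSO alone and 100% = apelin-13 at 10 nM; some results filed as inactive read as strong as hits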
# Target sequence (P35414 whole entry, looked up): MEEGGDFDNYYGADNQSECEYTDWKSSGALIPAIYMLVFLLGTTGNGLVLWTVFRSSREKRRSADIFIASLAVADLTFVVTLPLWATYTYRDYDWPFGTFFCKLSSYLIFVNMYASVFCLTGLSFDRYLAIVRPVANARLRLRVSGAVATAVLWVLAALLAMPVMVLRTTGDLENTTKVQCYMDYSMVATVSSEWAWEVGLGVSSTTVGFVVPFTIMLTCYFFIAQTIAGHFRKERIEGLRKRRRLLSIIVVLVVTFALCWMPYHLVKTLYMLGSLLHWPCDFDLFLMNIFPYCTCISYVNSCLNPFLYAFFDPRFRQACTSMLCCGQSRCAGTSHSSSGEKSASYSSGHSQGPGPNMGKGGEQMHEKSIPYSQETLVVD
#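 Assay system – PathHunter CHO-K1 APJ (AGTRL-1) beta-arrestin reporter cells · Compound – one dose, 20 µM compound, 1% DMSO · Timing – compound 90 min 25 °C, reagent 1 h · Measured by – luminescence from split beta-galactosidase complementation, Galacton Star/Emerald II substrate · Measure – beta-arrestin recruitment to APJ as agonist activity, luminescent signal · Benchmarks – DMSO vs Apelin-13 10 nM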
# tim23-1 inh – inhibits growth of tim23-1 mutant yeast. S. cerevisiae tim23-1 growth, BacTiter-Glo luminescence, 24 h. inhibition, % at 20 µM. actives 1.3% (n = 330,000). AID 463212;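 active means growth inhibition of the mutant yeast at or above 50%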;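 further: temperature-sensitive mutant grown at 25 °C; plate controls were DMSO-treated mutant yeast for no effect and medium wells lacking yeast for full effect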
# APJ antagonist – APJ receptor antagonism. inhibition, % at 20 µM. actives 0.32% (n = 330,000). CHO-K1 APJ beta-arrestin complementation, luminescence. AID 2521;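 active means inhibition above about 40% at 20 µM, limit read from the data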;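 further: cells challenged with 10 nM apelin-13 agonist together with compound; plate controls were apelin-13 plus DMSO wells for no effect and DMSO wells lacking apelin-13 for full effect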
# Jurkat NFkB inh – lowers PMA/ionomycin-induced NF-kB signal in Jurkat cells. PMA/ionomycin-induced NF-kB luciferase reporter, luminescence. inhibition, % at 4 µM. actives 0.53% (n = 330,000); in the data active means inhibition above about 50%
# Mdm2-MdmX inh – inhibitors of human Mdm2/MdmX interaction; O15151+Q00987; SaOS-2 split-luciferase Mdm2/MdmX complementation, luminescence; inhibition, % at 8 µM; actives 3% (n = 330,000); AID 485346;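 active means inhibition of at least 50% at 8 µM in the primary screen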
# 697 NFkB inh – lowers PMA/ionomycin-induced NF-kB signal in 697 B cells. 697 B-cell NF-kB luciferase reporter, 16 h. actives 0.33% (n = 330,000). inhibition, % at 4 µM; in the data active means inhibition above about 35%
# CHOP UPR activ – apoptotic UPR (CHOP) activation | CHO-CHOP luciferase reporter, luminescence; percent of tunicamycin response over DMSO baseline | activation, % at 10 µM | actives 0.34% (n = 330,000);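 active means at 10 µM dose, activation of 40% or more, normalized to positive control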;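 further: 100% = tunicamycin at 10 µg/mL and 0% = DMSO alone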
#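 Assay system: CHO-CHOP cells, stable luciferase reporter of PERK-eIF2a-CHOP signalling / Buffer or medium: F12 plus 10% serum / Compound dosing: one dose, 10 µM in 0.5% DMSO / Times: 6 h compound treatment, 37 °C / Technique: luciferase luminescence / Read-out: % reporter activation, DMSO baseline versus tunicamycin full activation / Benchmarks: tunicamycin and DMSO controls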
# * marks the source's active call; other numbers are inactive results; . = no result given.
compound,Jurkat NFkB inh,tim23-1 inh,APJ agonist,APJ antagonist,CHOP UPR activ,Mdm2-MdmX inh,697 NFkB inh,XBP1 UPR activ
Cc1ccc(S(=O)(=O)CCc2ccccn2)cc1,1.3,20.9,-0.6,-1.0,3.3,10.4,12.9,-1.3
N/C(Cn1cncn1)=N\NC(=O)C(=O)Nc1ccc(Cl)cc1Cl,7.6,8.4,-0.9,13.6,-1.7,12.7,0.5,-3.1
COc1ccc(OC)c(/C=C/C(=O)N(C)CC(=O)Nc2ccc(C)cc2)c1,0.3,16.3,1.1,23.0,4.0,6.6,-12.0,-1.5
CCN(CC)C(=O)Nc1c(C)n(C)n(-c2ccccc2)c1=O,-6.2,2.5,-2.2,-19.5,-1.9,19.1,3.3,1.0
O=C(NCCN1CCNCC1)c1ccccc1O,-6.8,-3.0,-6.6,-1.3,2.7,2.3,11.5,-2.3
O=C1/C(=N\O)Cc2ccccc21,-9.6,5.0,1.4,2.4,-2.9,-7.9,4.8,-2.2
CCOC(=O)c1cn(C2CC2)c2c(F)c(NCCCN(C)C)c(F)cc2c1=O,-65.9,0.5,0.3,-14.3,-0.8,-7.8,-34.1,2.2
CN1CCN(C(=O)Cn2c(C(F)(F)F)nc3ccccc32)CC1,1.4,19.3,-13.0,-5.7,0.9,20.2,1.7,-3.3
Cn1c(CNC(=O)CCNC(=O)c2ccccc2F)cc(=O)n(C)c1=O,3.8,-5.2,-0.2,25.3,4.6,-7.9,10.4,-7.4
Cc1ccc(C)n1-c1ccc(C(=O)NCC2CCCO2)cc1 (stereo not given),2.3,10.6,5.4,-9.4,2.2,21.5,6.5,2.4
Cc1cccc(-c2noc(CCC(=O)Nc3ccccc3)n2)c1,-16.1,20.6,-1.4,-7.7,-0.7,-0.5,-1.7,-1.9
CCc1nc(N2CCOCC2)c(C#N)c2c1CCCC2,-2.6,18.5,-0.7,7.0,-1.3,4.8,-12.8,-0.7
Cc1ccc(NCc2nnc(SCC(=O)Nc3cccc(O)c3)n2CC2CCCO2)c(C)c1 (stereo not given),-3.6,3.2,-1.1,-12.0,-2.7,8.4,-25.0,-0.2
COc1ccc(CCN(C)CCCN2CC(c3ccccc3)CC2=O)cc1OC (stereo not given),-3.9,5.8,-3.6,5.8,-2.0,5.6,-0.2,-0.5
CCOC(=O)C1CCN(C(=O)Cc2ccc(-c3ccccc3)cc2)CC1,-20.5,36.1,-0.8,14.2,3.0,14.6,-15.0,-0.1
CCCc1cc(NCc2ccccn2)n2c(nc3ccccc32)c1C#N,4.7,11.2,3.5,-19.9,1.1,40.1,20.6,-1.8
Cc1cc(C)c(C2=Nn3c(C)nnc3SC2C)cc1C (stereo not given),-2.1,15.2,1.0,0.3,0.7,20.3,-7.2,-0.3
COc1cc(OC)c(C(=O)OCC(=O)NC2CCCCCCC2)cc1OC,-12.4,18.5,-4.9,1.0,-3.9,-3.3,-36.9,-3.6
COn1c(-c2ccc(Cl)cc2)nc2ccc(Cl)cc21,-45.8,6.1,-1.3,23.5,3.5,-64.3,-38.7,-0.2
CC(C)(C)OC(=O)N[C@@H](Cc1ccccc1)c1nnc(S(=O)(=O)Cc2cccc(F)c2)o1,13.6,23.5,-0.2,29.4,-8.0,27.3,-13.5,-12.5

# Going on with the list:
compound,Jurkat NFkB inh,tim23-1 inh,APJ agonist,APJ antagonist,CHOP UPR activ,Mdm2-MdmX inh,697 NFkB inh,XBP1 UPR activ
O=c1cc(C(F)(F)F)[nH]c2ccc(OC(F)(F)F)cc12,-2.3,-13.2,1.5,-9.1,0.5,28.5,-84.5,-3.5
CC1(C)N=C(N)NC(Nc2ccccc2Cl)=N1,10.0,-20.1,-3.5,6.7,-2.1,30.7,17.8,-1.8
O=C(Nc1nc2cc3c(cc2s1)OCCO3)c1cccs1,-183.4,36.6,0.4,-0.6,-4.1,-13.1,-474.5,-5.2
Cc1cc(=O)oc2cc(OCC(=O)NCC3CCCO3)ccc12 (stereo not given),-16.8,5.6,-0.2,-17.9,-0.7,-16.0,-5.9,-0.8
Cc1nn(-c2ccccc2)c(C)c1C(=O)OCC(=O)Nc1ccccc1,-10.1,36.2,-1.9,12.7,3.0,-28.9,20.1,6.1
CCOc1ccc(N2C(=O)/C(=C\c3ccc(OC)c(O)c3)S(=O)(=O)C2c2cccc([N+](=O)[O-])c2)cc1 (stereo not given),-3.7,41.0,-2.3,-1.0,0.1,-9.4,7.2,-0.8
CCOC(=O)c1cnn(-c2nc(-c3ccccc3)nc3c2COC(C)(C)C3)c1N,-10.3,16.8,-1.7,-10.3,-0.3,32.9,15.9,-2.0
CC(=O)N(Cc1cc2c(C)cc(C)cc2[nH]c1=O)C1CCCCC1,-15.7,21.8,-4.2,-23.6,-3.0,17.5,-7.1,7.3
O=C(COC(=O)c1cccnc1Cl)NCc1ccc2c(c1)OCO2,-9.2,-1.3,-2.3,5.8,-1.3,10.8,-14.9,-1.2
O=C(NC(=S)N1CCN(Cc2ccccc2)CC1)c1ccco1,11.1,3.0,-3.1,-6.5,1.2,11.6,13.0,11.7
N/C(=N\OC(=O)CSc1ccccc1)c1cccc([N+](=O)[O-])c1,-23.4,30.5,-0.3,10.3,3.3,-35.8,-15.5,2.3
CCc1noc(C)c1C(=O)NNC(=O)c1ccccc1F,5.9,-7.9,6.5,4.0,3.4,4.1,12.0,0.4
COC(=O)[C@@]1(Cc2ccc(OC)cc2)[C@H]2c3cc(C(=O)N4CCCC4)n(Cc4c(CO)[nH]cc(C)c4=O)c3C[C@H]2CN1C(=O)c1ccccc1,14.7,9.6,-1.2,4.6,-1.8,15.7,-23.0,3.1
C=C1C(=O)[C@@]23[C@H](O)C[C@@H]4C(C)(C)CC[C@H](O)[C@@]4(C)[C@@H]2CC[C@@H]1[C@H]3O,71.4*,16.5,0.9,16.0,5.1,97.3*,-99.3,-7.6
O=C(N/N=C/c1c[nH]c2ccccc12)c1ccc(Br)cc1,-8.6,30.5,-3.4,21.8,7.6,20.8,-24.2,1.8
COCCNS(=O)(=O)c1ccc2c(c1)oc(=O)c1cc(S(=O)(=O)NCCOC)ccc12,-8.9,10.2,-3.2,17.9,-0.9,10.1,-27.9,-2.9
COc1ccc(NCC(=O)n2c(C)c(C)c3ccccc32)cc1,16.0,12.8,2.3,-1.3,1.9,42.5,7.9,0.1
CC1CCCC(C)N1C(=O)COC(=O)c1cc(F)c(F)cc1Cl (stereo not given),11.0,25.7,-4.6,-3.2,-0.9,-24.0,3.4,1.2
COc1cc(C(=O)N2CCC3(CC2)NCCc2[nH]cnc23)cc(OC)c1OC,-11.1,7.6,-1.2,6.2,0.3,7.2,-21.1,1.8
CC(=O)N1CCOc2ccc(S(=O)(=O)NCc3ccc(F)cc3)cc21,6.4,19.7,9.2,-12.6,-0.2,4.4,-7.8,0.8

# (list continues)
compound,Jurkat NFkB inh,tim23-1 inh,APJ agonist,APJ antagonist,CHOP UPR activ,Mdm2-MdmX inh,697 NFkB inh,XBP1 UPR activ
COc1ccc(CCNC(=O)c2cccnc2SC)cc1,7.1,7.1,-0.8,-12.4,0.1,17.6,15.2,-2.7
Cc1c(Br)c(C(=O)NCc2cc3cc(Cl)ccc3[nH]2)nn1C,-8.4,36.9,0.4,-11.5,-1.0,-30.7,-16.9,2.9
CC1CCCCN1CCCNc1ccc(C(CC(N)=O)NC(=O)c2ccccc2)cc1[N+](=O)[O-] (stereo not given),-4.2,-0.5,1.2,4.2,-3.1,16.7,10.5,-0.7
C[C@H](NC(=O)c1nc[nH]c1C(=O)N(C)Cc1ccccc1)C(=O)OC(C)(C)C,-1.9,12.3,-1.5,-7.4,-0.3,-5.7,2.0,-2.9
CC(C)c1cc(Nc2cccc(O)c2)cc(C(C)C)c1O,-4.2,25.5,-3.6,15.0,5.0,31.9,5.0,2.4
Cc1csc(N/N=C\c2cccnc2)n1,-4.5,6.1,0.0,-2.6,1.6,-8.0,-15.1,-1.6
Fc1ccc(Oc2ncccn2)c(F)c1,2.4,2.5,-3.2,6.2,0.5,-7.1,8.5,-1.6
CCOC(=O)C1=C(O)/C(=C/N(C)C)N=C1C,-2.2,-0.2,-3.9,20.2,-1.4,16.4,19.6,-2.2
Cc1ccc(N(C(=O)c2csnn2)C(C(=O)NC2CCCCC2)c2ccncc2)cc1 (stereo not given),-3.8,6.1,-1.0,3.2,-4.0,5.7,13.9,-2.4
CCOC(=O)C1CCCN(C(=O)CNC(=O)c2ccc(Br)o2)C1 (stereo not given),-10.5,5.0,-2.3,2.3,2.5,-9.3,8.2,-1.9
COc1ccc(C(=O)Nc2ccc3oc(-c4cccc(F)c4)nc3c2)cc1OC,-1.7,1.3,-1.5,-1.4,0.1,8.7,-6.6,-0.6
COc1ccc(CC(=O)Nc2ccc(S(=O)(=O)N(C)C)cc2)cc1OC,1.8,-0.9,1.8,3.4,0.8,18.5,8.1,-0.7
NC(=O)NC(CC(=O)NCCCc1ccccc1)c1ccc(Cl)cc1 (stereo not given),-6.3,-6.9,-5.9,-2.2,0.6,4.7,5.3,-3.9
Cc1ccc(Cl)c(NC(=O)COC(=O)CNS(=O)(=O)/C=C/c2ccccc2)c1Cl,2.2,-0.4,0.7,-8.9,-0.1,-29.7,17.9,-2.7
Cc1cc(C)cc(OC2CCCCC2NS(=O)(=O)c2ccccc2)c1 (stereo not given),-13.9,-5.9,-1.6,3.9,-0.9,11.0,-38.3,-0.4
O=C(CCS(=O)(=O)Cc1ccccc1)Nc1ccc2c(c1)OCCO2,2.0,8.3,-3.8,-0.8,1.8,19.9,-5.1,-1.9
CCCCNC(C(=O)Nc1ccc(Cl)c([N+](=O)[O-])c1)c1ccccc1 (stereo not given),0.5,6.6,.,0.6,-0.3,-1.0,1.5,-2.5
CC1CCCCC12NC(=O)N(CC(=O)N1CCN(S(=O)(=O)c3cccs3)CC1)C2=O (stereo not given),-11.1,5.9,-5.6,-6.4,1.5,3.2,5.7,1.3
NCC(=O)NNC(=O)OCC1c2ccccc2-c2ccccc21,-8.2,16.5,-2.9,0.6,0.4,-14.4,-22.9,-3.1
O=C(c1ccco1)N(Cc1ccc2c(c1)OCO2)Cc1cc2cc3c(cc2[nH]c1=O)OCO3,-5.1,-21.0,-1.2,-0.6,-1.7,59.7*,4.8,1.1

# Part of the list above, with two lines to a compound:
# Every second line gives: Jurkat NFkB inh, tim23-1 inh, APJ agonist, APJ antagonist, CHOP UPR activ, Mdm2-MdmX inh, 697 NFkB inh, XBP1 UPR activ
> CCOC(=O)c1cn(C2CC2)c2c(F)c(NCCCN(C)C)c(F)cc2c1=O
  -65.9, 0.5, 0.3, -14.3, -0.8, -7.8, -34.1, 2.2
> CN1CCN(C(=O)Cn2c(C(F)(F)F)nc3ccccc32)CC1
  1.4, 19.3, -13.0, -5.7, 0.9, 20.2, 1.7, -3.3
> Cn1c(CNC(=O)CCNC(=O)c2ccccc2F)cc(=O)n(C)c1=O
  3.8, -5.2, -0.2, 25.3, 4.6, -7.9, 10.4, -7.4
> Cc1ccc(C)n1-c1ccc(C(=O)NCC2CCCO2)cc1 (stereo not given)
  2.3, 10.6, 5.4, -9.4, 2.2, 21.5, 6.5, 2.4
> Cc1cccc(-c2noc(CCC(=O)Nc3ccccc3)n2)c1
  -16.1, 20.6, -1.4, -7.7, -0.7, -0.5, -1.7, -1.9
